Screening results deposited in PubChem BioAssay by several laboratories.
TRPC4 block – inhibitors of mouse TRPC4 channel. Q9QUQ5. 300,000 compounds, 0.39% hits. HEK293 TRPC4beta/mu-opioid, DAMGO-evoked Fluo4 calcium flux; stronger effect = lower value. B-score at 10 µM;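 active means B-score over 3 SD under the library average, no early fluorescence shift, positive overall ratio signal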
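test system = HEK293 cells with stable TRPC4beta plus mu-opioid receptor expression | detection = Fluo4 Ca2+ flux fluorescence | read-out = integrated fluorescence ratio relative to baseline, converted to per-well B score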
HIF act – HIF pathway transcriptional activation. U2OS HRE-luciferase reporter, luminescence; normalized: DMSO 0%, desferrioxamine 100%. activation, % at 7.5 µM (by protocol). 300,000 compounds, 0.32% hits;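 active means mean activation of at least 10% of the iron chelator positive control signal, with at least half of replicates also reaching 10%; inconclusive means mean and replicate majority disagree about reaching 10%; inactive means mean and most replicates under 10%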
SKKanGAS inh – SKKanGAS growth inhibition; 300,000 compounds, 1.3% hits; inhibition, % at 7.5 µM; S. pyogenes SKKanGAS, kanamycin growth, BacTiter-Glo, 6 h;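 active means mean replicate score, as percent of positive control median, at least 50; inconclusive means mean below 50 but one replicate at or above 50; inactive means mean and every replicate below 50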;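 further: strain carries kanamycin resistance gene driven by streptokinase promoter and grows in 40 µg/ml kanamycin; loss of luminescence reflects streptokinase promoter inhibition or plain growth inhibition; 0% = median of DMSO wells and 100% = positive control at its reference dose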
aSyn 5UTR inh – 5' untranslated region of α-synuclein, MLPCN primary screen | 300,000 compounds, 0.82% hits | inhibition, % (tested at 7.5 µM) | alpha-synuclein 5'UTR reporter, inhibitor activity; in the data active means inhibition above about 60%; inconclusive means no clear call, values can overlap the other calls;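 further: H4 neuroglioblastoma cells stably carrying SNCA 5'UTR luciferase fusion; 0% = DMSO wells and 100% = positive control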
KLF5 inhibitor – suppresses KLF5 promoter-driven expression | AID 1700 | DLD-1 KLF5 promoter-luciferase reporter, luminescence | 290,000 compounds, 0.23% hits | inhibition, % at 5 µM;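 active means inhibition above a per-plate limit of that plate's mean compound inhibition plus 3 SD, cut at about 60% in these data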;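 further: 0% = DMSO wells and 100% = LY294002 at 200 µM; higher means less KLF5 promoter-driven luciferase light; inactives centre near -14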
MrgX1 antag – human MrgX1 receptor antagonism, primary screen. MRGX1-HEK293 calcium flux, Fluo-4, BAM8-22 antagonism; stronger effect = lower value. AID 588676. B-score at 10 µM. 310,000 compounds, 1.3% hits. Q96LB2;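 active means calcium-response B-score plate-corrected more than 3 library SD below zero, starting fluorescence within 5 deviations, no agonist response on first addition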;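 further: peak minus trough fluorescence over baseline after final BAM8-22 challenge near maximal dose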
TRPC6 inhibitor – mouse TRPC6 channel inhibition. Q61143. HEK293-TRPC6, membrane potential dye, ACh-evoked depolarization; stronger effect = lower value. 310,000 compounds, 1.1% hits. B-score at 10 µM;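 active means B-score under library mean minus 3 SD, initial fluorescence not abnormally high, positive integrated signal ratio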;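 further: B-score derived from integrated fluorescence ratio over the kinetic read; more negative B-score means stronger inhibition of depolarization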
Target sequence (Q61143 whole entry, looked up): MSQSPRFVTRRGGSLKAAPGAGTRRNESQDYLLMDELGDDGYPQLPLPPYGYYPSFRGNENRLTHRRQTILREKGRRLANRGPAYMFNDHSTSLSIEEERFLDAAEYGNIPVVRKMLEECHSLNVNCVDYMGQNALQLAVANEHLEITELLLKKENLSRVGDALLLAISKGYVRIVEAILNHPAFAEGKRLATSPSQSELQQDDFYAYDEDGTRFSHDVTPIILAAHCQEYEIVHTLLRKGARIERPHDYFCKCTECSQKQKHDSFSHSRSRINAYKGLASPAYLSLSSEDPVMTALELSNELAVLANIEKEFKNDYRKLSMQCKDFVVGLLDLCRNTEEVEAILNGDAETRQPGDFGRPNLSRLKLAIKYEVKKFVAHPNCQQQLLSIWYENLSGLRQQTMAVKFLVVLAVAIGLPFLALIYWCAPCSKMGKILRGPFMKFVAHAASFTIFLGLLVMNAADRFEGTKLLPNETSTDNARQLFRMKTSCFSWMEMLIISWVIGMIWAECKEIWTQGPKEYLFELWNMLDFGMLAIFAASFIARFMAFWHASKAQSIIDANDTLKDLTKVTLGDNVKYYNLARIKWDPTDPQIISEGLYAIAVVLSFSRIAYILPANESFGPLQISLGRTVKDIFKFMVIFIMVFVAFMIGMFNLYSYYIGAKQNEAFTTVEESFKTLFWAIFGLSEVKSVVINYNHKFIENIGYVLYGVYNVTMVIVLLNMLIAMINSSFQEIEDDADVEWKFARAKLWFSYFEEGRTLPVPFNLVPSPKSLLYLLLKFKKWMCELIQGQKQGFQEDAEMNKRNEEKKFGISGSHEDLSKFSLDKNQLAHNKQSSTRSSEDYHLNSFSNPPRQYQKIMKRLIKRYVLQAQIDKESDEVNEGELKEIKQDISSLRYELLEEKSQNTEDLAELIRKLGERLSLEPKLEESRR
TRPC4 PAM – TRPC4 (mouse) allosteric potentiation; Q9QUQ5; HEK293 TRPC4beta/mu-opioid, DAMGO EC20, Fluo-4 Ca2+ flux; stronger effect = higher value; 310,000 compounds, 0.42% hits; B-score at 10 µM;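 active means B-score of calcium response area above 5 SD of library B-scores, with initial fluorescence ratio within 5 SD of library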;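 further: B-score of integrated fluorescence ratio over time as area under calcium response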
IEC-6 tox – IEC-6 cytotoxicity, counter-screen for KLF5 inhibitors | luminescence viability | inhibition, % at 5 µM | AID 1825 | 290,000 compounds, 0.78% hits; in the data active means inhibition above about 22%;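 further: 0% = plate median of test compound wells and 100% = cytotoxic reference compound wells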
TRPC4 agonist – activators of mouse TRPC4 channel; B-score at 10 µM; HEK293 TRPC4beta/mu-opioid, Fluo4 calcium fluorescence; stronger effect = higher value; Q9QUQ5; 310,000 compounds, 0.49% hits;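 active means B-score above 5 SD of library B-scores, and initial fluorescence ratio not above library mean plus 5 SD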;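 further: positive B-score marks a calcium rise read as TRPC4 activation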
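Assay system: HEK293 stable line with TRPC4beta plus mu-opioid receptor; schedule: 45 min room-temperature Fluo4 loading, 110 s read; technique: kinetic Fluo4 calcium fluorescence; evaluation: integrated baseline-normalised fluorescence ratio, converted to per-well B score; controls: buffer (low) and maximal DAMGO (high)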
TRPC6 activator – mouse TRPC6 channel activation; Q61143; HEK293-TRPC6 membrane potential dye fluorescence; stronger effect = higher value; B-score at 10 µM; 310,000 compounds, 0.13% hits;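 active means B-score of the integrated fluorescence ratio above library mean plus 3 SD, and starting fluorescence ratio within library mean plus 5 SD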;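 further: higher score means more depolarization so channel activation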
Starred values were filed as active, the others as inactive; i = inactive; ? = inconclusive; · = not tested or not shown.

SMILES	TRPC4 block	HIF act	SKKanGAS inh	aSyn 5UTR inh	KLF5 inhibitor	MrgX1 antag	TRPC6 inhibitor	TRPC4 PAM	IEC-6 tox	TRPC4 agonist	TRPC6 activator
COc1ccccc1C(=O)Nc1ccc(NC(=O)c2ccco2)c(C)c1	i	0.1	0	-33	-20	i	i	i	-2	i	i
CCN(CC)c1ccc(S(=O)(=O)N2CCOCC2)cc1NC(=O)CN1C(=O)NC2(CCCC2)C1=O	i	0.0	-5	4	-16	i	i	i	-3	i	i
O=C(O)CCc1ccc(NCc2cccc(Oc3ccccc3)c2)cc1	i	-1.0	10	10	·	i	i	i	·	i	i
O=C(Nc1cc(-c2ccccc2)[nH]n1)c1ccccc1	i	2.2	18	13	-105	i	i	i	4	i	i
Cc1cccc(NC(=S)/N=C(\N)Nc2nc(C)c3ccc(C)cc3n2)c1	i	1.9	?	-15	-111	i	i	i	5	i	i
O=C(Nc1ccc(Cl)cc1)OCCn1nnnc1C(c1ccccc1)N1CCOCC1 (stereo not drawn)	i	0.2	-6	-13	-20	i	i	i	5	i	i
S=C(NCc1ccco1)N1CCN(c2ccc(Cl)cc2)CC1	i	-0.1	-8	15	-16	i	i	i	1	i	i
C=CCOC(=O)C1=C[C@@H](c2ccc3c(c2)OCO3)C[C@@H](OCc2ccc(CO)cc2)O1	i	0.7	3	9	0	i	i	i	6	i	i
CCN(CC)c1ccc(C(=O)OCC(=O)Nc2sccc2C#N)cc1	i	2.8	3	-176	-120	i	i	i	8	i	i
Cc1csc(NC(=O)/C=C/c2ccc3c(c2)OCO3)n1	i	-0.7	0	38	-76	i	i	i	6	i	i
O=C(COC(=O)Cc1ccc(S(=O)(=O)N2CCOCC2)s1)Nc1ccc2c(c1)OCO2	i	-13	-2	10	-28	i	i	i	6	i	i
CCN(Cc1ccccc1)C1CCN(Cc2ccc(SC)cc2)CC1	i	0.0	6	15	-16	i	i	i	-12	i	i
CCCn1nnnc1SCC(=O)N1CCCc2ccccc21	i	1.0	-3	2	-12	i	i	i	0	i	i
CCCC(=O)NC(=S)Nc1cccc(NC(=O)c2ccccc2Cl)c1	i	0.5	2	8	-12	i	i	i	4	i	i
COc1cc(/C=C2\SC(=O)N(CCNC(=O)c3cnc(C)cn3)C2=O)cc(OC)c1OC	i	0.2	2	2	-6	i	i	i	-2	i	i
COc1cc(NC(=S)Nc2ccccn2)cc(OC)c1	i	1.3	-2	-60	-37	i	i	i	6	i	i
CN(C)/C=C/C(=O)c1ccc(Br)cc1	i	-0.3	6	-70	-29	i	i	i	-1	i	i
CN(C)S(=O)(=O)c1ccc(NC(=O)CN2CCc3ccccc32)cc1	i	-0.2	-8	-5	-10	i	i	i	-3	i	i
COc1cccc(CN(C)C(=O)c2cccnc2SC)c1OC	i	-0.6	-5	10	0	i	i	i	1	i	i
COc1cc(OC)cc(C(=O)NNC(=O)CNC(=O)c2ccc(Br)o2)c1	i	0.2	-2	5	·	i	i	i	·	i	i

Sorted by length of the SMILES (smallest number first): six of the compounds above
SMILES	TRPC4 block	HIF act	SKKanGAS inh	aSyn 5UTR inh	KLF5 inhibitor	MrgX1 antag	TRPC6 inhibitor	TRPC4 PAM	IEC-6 tox	TRPC4 agonist	TRPC6 activator
CN(C)/C=C/C(=O)c1ccc(Br)cc1	i	-0.3	6	-70	-29	i	i	i	-1	i	i
COc1cc(NC(=S)Nc2ccccn2)cc(OC)c1	i	1.3	-2	-60	-37	i	i	i	6	i	i
Cc1csc(NC(=O)/C=C/c2ccc3c(c2)OCO3)n1	i	-0.7	0	38	-76	i	i	i	6	i	i
CCN(Cc1ccccc1)C1CCN(Cc2ccc(SC)cc2)CC1	i	0.0	6	15	-16	i	i	i	-12	i	i
O=C(COC(=O)Cc1ccc(S(=O)(=O)N2CCOCC2)s1)Nc1ccc2c(c1)OCO2	i	-13	-2	10	-28	i	i	i	6	i	i
C=CCOC(=O)C1=C[C@@H](c2ccc3c(c2)OCO3)C[C@@H](OCc2ccc(CO)cc2)O1	i	0.7	3	9	0	i	i	i	6	i	i

The listing continues.
SMILES	TRPC4 block	HIF act	SKKanGAS inh	aSyn 5UTR inh	KLF5 inhibitor	MrgX1 antag	TRPC6 inhibitor	TRPC4 PAM	IEC-6 tox	TRPC4 agonist	TRPC6 activator
COc1cc2c(cc1OC)C[N+](C)(C)CC2	i	-0.2	0	-2	-20	i	i	i	1	i	i
O=S(=O)(/N=C(\c1ccccc1)N1CCOCC1)c1cccs1	i	0.3	2	4	-17	i	i	i	-1	i	i
CC1CN(c2nc3ccccc3nc2SCC(=O)Nc2cccc(C(F)(F)F)c2)CC(C)O1 (stereo not drawn)	i	-0.5	18	-5	·	i	i	i	·	i	i
COc1cc(/C=C(\C#N)C(=O)Nc2cccc(C(=O)O)c2)ccc1OCc1ccc(Cl)cc1	i	3.1	23	-58	-139	i	i	i	-6	i	i
Cc1cccc(CN2C(=O)c3ccccc3Sc3ccc(C(=O)O)cc32)c1	i	0.3	4	-10	-22	i	i	i	-3	i	i
Cc1ccc(C2c3sc(=O)[nH]c3SC3C4CC(C5C(=O)N(C(C)C(=O)O)C(=O)C45)C23)cc1 (stereo not drawn)	i	0.0	3	10	-18	i	i	i	-3	i	i
COc1ccc(NC(=O)CNS(=O)(=O)c2cccs2)c(OC)c1	i	-0.3	-11	-8	-16	i	i	i	-4	i	i
COc1ccc(CNC(=O)c2cc(-c3ccccc3O)n[nH]2)cc1	i	0.2	-5	-2	-11	i	i	i	6	i	i
O=C(CCN1CCOCC1)Nc1cccc(Br)c1	i	0.3	-6	-2	24	i	i	i	0	i	i
Cc1ccc(-c2ccc(CCC(=O)O)n2Cc2ccco2)cc1	i	-16	1	17	40	i	i	i	-3	i	i
C=CCSc1nc2ccccc2n1C(=O)/C=C/c1ccc(OC)c(OC)c1	i	3.0	-3	-219	-60	i	i	i	1	i	i
O=C(Nc1ccc2oc(-c3ccccc3F)nc2c1)c1ccco1	i	3.7	-6	-128	-167	i	i	i	0	i	i
Clc1nc(Oc2ccccc2)nc(-c2cn(-c3ccccc3)c3ccccc23)n1	i	-0.2	-1	-4	17	i	i	i	2	i	i
COc1ccccc1C(=O)NNC(=O)c1ccc(Br)cc1	i	1.1	1	-23	-17	i	i	i	4	i	i
CS(=O)(=O)N(CC(=O)Nc1ccc(S(=O)(=O)N2CCOCC2)cc1)c1ccccc1Br	i	-0.3	5	-1	-25	i	i	i	-10	i	i
CNC(=S)NNC(=O)c1ccccc1Cl	i	-0.7	-3	-6	-30	i	i	i	-1	i	i
Cc1ccc(NC(=O)c2ccc3c(c2)N(CC(=O)N2CCCCC2)C(=O)C(C)(C)O3)cc1	i	0.0	-10	28	-6	i	i	i	7	i	i
CCCNC(=O)c1ccc(N2CCC3(CC2)CC(c2cccc(Br)c2)=NO3)c(NC(=O)c2ccc(Cl)c([N+](=O)[O-])c2)c1	i	1.2	24	-8	·	i	i	i	·	i	i
Fc1ccc(NC(=S)Nc2cc(Cl)ccc2Cl)cc1	i	-0.1	-8	1	-2	i	i	i	0	i	i
O=C(COC(=O)CSc1ccc([N+](=O)[O-])cc1)NCCCc1ccccc1	i	-0.3	0	-12	-9	i	i	i	-2	i	i
COc1ccc(CNc2ccc(S(N)(=O)=O)cc2)cc1	i	0.2	-5	35	-34	i	i	i	1	i	i
OCCN1CCN(c2nc(-c3ccccc3)c3cc(Cl)ccc3n2)CC1	i	-1.0	0	6	-23	i	i	i	-5	i	i
O=C(c1ccc(Cl)c(S(=O)(=O)N2CCCC2)c1)N1CCOCC1	i	-0.6	-2	10	-17	i	i	i	5	i	i
COc1ccc(CCNC(=O)C2CCCN(S(C)(=O)=O)C2)cc1 (stereo not drawn)	i	1.1	-5	-18	-17	i	i	i	-1	i	i
CCCC(=O)Nc1cc(C(F)(F)F)ccc1N1CCOCC1	i	0.0	-10	14	2	i	i	i	-6	i	i
O=C(Cn1cc(C(=O)COc2ccccc2)c2ccccc21)NCc1ccco1	i	0.5	5	-25	-3	i	i	i	2	i	i
CCOc1ncccc1C(=O)Nc1cccc(-c2nc3cccnc3s2)c1	i	0.1	10	-32	-28	i	i	i	6	i	i
COc1ccc(C2Nc3ccccc3C(=O)N2NS(C)(=O)=O)cc1 (stereo not drawn)	i	0.1	0	-10	-18	i	i	i	-1	i	i
Cc1cnc(CNC(=O)c2ccc3oc(C(C)C)nc3c2)[nH]1	i	-0.2	1	1	-40	i	i	i	-9	i	i
COc1ccc(-c2nn(CCC#N)cc2/C=N/O)cc1	i	-0.4	0	3	-2	i	i	i	-4	i	i
CCCC(c1nnnn1Cc1ccco1)N1CCN(C(=O)c2ccco2)CC1 (stereo not drawn)	i	-0.6	-1	-12	-8	i	i	i	-9	i	i
COc1ccc(CCNC(=O)CSC2=NS(=O)(=O)c3cc(Cl)ccc3N2)cc1OC	i	-0.1	7	-7	·	i	i	i	·	i	i
O=c1c2ccccc2c2ccccc2c(=O)n1Cc1cccnc1	i	-0.3	2	6	-26	i	i	i	3	i	i
Cc1ccc2nc3c(nc2c1C)CCCC3	i	-16	-1	-6	-10	i	i	i	5	i	i
O=C(NCCCN1CCCCC1)C1CCC(CNS(=O)(=O)c2cccc3nsnc23)CC1 (stereo not drawn)	i	-0.1	-3	2	-4	i	i	i	5	i	i
CCOC(=O)c1nnn(-c2nonc2-n2cccc2)c1CN1CCC(C(=O)OCC)CC1	i	0.2	-14	15	-13	i	i	i	-2	i	i
C/C(=N\NC(=O)CN(c1ccccc1Br)S(C)(=O)=O)c1ccc2c(c1)OCCO2	i	-0.5	0	9	-14	i	i	i	5	i	i
CC(C)NC(=NCc1ccc(Cl)cc1Cl)Nc1ccccc1	i	0.7	-4	7	-31	i	i	i	4	i	i
Cc1ccc(/C=N/NC(=O)C(=O)N/N=C/c2ccc(C)o2)o1	i	0.1	1	13	-44	i	i	i	-2	i	i
Cc1ccc(CSc2n[nH]c(N)n2)cc1	i	1.7	4	-10	-48	i	i	i	5	i	i
Cc1ccc(N(CCC(=O)NC(C)(C)C)S(=O)(=O)c2ccc(C)cc2)cc1	i	-0.1	-7	-5	-15	i	i	i	1	i	i
O=C(CNC(=O)c1ccccc1)OCc1ccc([N+](=O)[O-])cc1	i	0.0	-6	-8	4	i	i	i	-13	i	i
